# KCNK9 inh – human KCNK9 channel inhibition; Q9NPC2; HEK293 KCNK9, FluxOR thallium flux fluorescence; active compounds read low; B-score at 10 µM; 310,000 compounds, 1.2% hits; AID 488922;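 active = ratio B-score over 3 SD below the library mean, with starting fluorescence within 5 SD of its mean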;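 also: negative B-score means less thallium flux so channel inhibition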
# Target sequence (Q9NPC2 whole entry, looked up): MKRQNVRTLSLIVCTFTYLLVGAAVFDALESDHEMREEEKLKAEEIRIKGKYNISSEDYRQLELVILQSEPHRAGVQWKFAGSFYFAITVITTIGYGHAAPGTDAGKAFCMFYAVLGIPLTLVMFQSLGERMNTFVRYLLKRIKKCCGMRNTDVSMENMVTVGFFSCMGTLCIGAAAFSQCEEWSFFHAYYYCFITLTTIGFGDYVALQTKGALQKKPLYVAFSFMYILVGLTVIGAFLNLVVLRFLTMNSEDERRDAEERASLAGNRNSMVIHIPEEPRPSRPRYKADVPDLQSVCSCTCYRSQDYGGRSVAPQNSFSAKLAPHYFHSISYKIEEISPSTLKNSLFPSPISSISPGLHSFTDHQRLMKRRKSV
# KCNQ1 inh – human KCNQ1 channel inhibition; P51787; CHO-K1 KCNQ1, FluxOR thallium flux fluorescence; active compounds read high; B-score at 10 µM; 310,000 compounds, 1.3% hits;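 active = compounds whose thallium flux B-score, printed positive for inhibition, exceeds three library SD while starting fluorescence stays within three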;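 also: channel opened by potassium depolarization with thallium stimulus after 20 min compound exposure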
# Target sequence (P51787 whole entry, looked up): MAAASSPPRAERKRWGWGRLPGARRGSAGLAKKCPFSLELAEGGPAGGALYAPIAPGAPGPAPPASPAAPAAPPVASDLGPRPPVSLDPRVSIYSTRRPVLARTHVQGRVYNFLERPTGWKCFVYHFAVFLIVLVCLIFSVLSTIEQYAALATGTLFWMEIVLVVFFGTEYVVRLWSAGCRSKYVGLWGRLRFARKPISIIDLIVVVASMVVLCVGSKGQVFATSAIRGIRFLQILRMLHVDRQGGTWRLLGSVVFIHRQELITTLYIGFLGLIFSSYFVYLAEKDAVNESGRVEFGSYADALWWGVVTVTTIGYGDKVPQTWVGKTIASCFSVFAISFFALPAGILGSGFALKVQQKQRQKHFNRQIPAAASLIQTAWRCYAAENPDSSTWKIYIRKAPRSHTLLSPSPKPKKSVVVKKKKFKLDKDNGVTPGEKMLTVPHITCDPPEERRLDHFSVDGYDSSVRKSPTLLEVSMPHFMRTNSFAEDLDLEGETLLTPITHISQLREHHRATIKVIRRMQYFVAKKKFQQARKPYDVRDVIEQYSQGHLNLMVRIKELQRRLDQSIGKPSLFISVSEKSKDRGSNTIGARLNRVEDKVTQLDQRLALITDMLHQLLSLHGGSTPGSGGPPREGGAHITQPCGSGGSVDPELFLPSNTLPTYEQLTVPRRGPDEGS
# hERG protect – shields human hERG channel from block by proarrhythmic agents; Q12809; CHO-hERG, FluxOR thallium flux, dofetilide IC70 present; activation (rescue from dofetilide block), less the hit threshold, % at 10 µM; 310,000 compounds, 0.51% hits; AID 1511;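 active = activation above the mean of controls blocked by dofetilide plus 5 SD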;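 also: thallium influx through hERG after potassium depolarization seen as dye fluorescence rise; in these data hits start at about 4.7%; inactives centre near -7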
# KCNK3 block – human KCNK3 channel inhibition, primary screen. CHO-KCNK3 thallium flux, FluxOR fluorescence; active compounds read low. AID 602410. O14649. 340,000 compounds, 0.84% hits. B-score at 10 µM;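 active = B-score under library mean minus 4 SD, starting fluorescence ratio at most library mean plus 5 SD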;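 also: more negative B-score means stronger inhibition of thallium flux through KCNK3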
# KCNQ1 pot – human KCNQ1 channel potentiation or activation | 310,000 compounds, 0.35% hits | B-score at 10 µM | AID 2648 | CHO-K1 KCNQ1, thallium flux FluxOR fluorescence; active compounds read high;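 active = fluorescence ratio B-score, a plate-corrected score, at least three library SD, with initial intensity B-score within 5 SD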
#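 Material: CHO-K1 cells stably expressing KCNQ1. Medium: assay buffer for compound exposure, DMSO matched across wells. Reagent: K+/Tl+ depolarizing stimulus. Compound dosing: single-concentration screen. Times: 37 °C overnight plating, 90-min dark dye load, 20-min compound pretreatment. Technique: FluxOR Tl+ flux fluorescence.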
# ANO1 block – inhibitors of mouse TMEM16A calcium-activated chloride channel | Q8BHY3 | HEK293 TMEM16A/YFP iodide influx fluorescence, ionomycin | normalized B-score (activity score, 25-100; higher = stronger inhibition) at 10 µM | 310,000 compounds, 1.2% hits | AID 588511;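 active = ratio plate-corrected score three or more library SD toward inhibition, starting fluorescence score within five deviations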;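 also: score derived from kinetic fluorescence span divided by baseline fluorescence per well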
# TRPC4 act – activators of mouse TRPC4 channel. Q9QUQ5. HEK293 TRPC4beta/mu-opioid, Fluo4 calcium fluorescence; active compounds read high. B-score at 10 µM. 310,000 compounds, 0.49% hits;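 active = B-score above 5 SD of library B-scores, and initial fluorescence ratio not above library mean plus 5 SD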;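 also: positive B-score marks a calcium rise read as TRPC4 activation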
#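 Assay system: HEK293 stable line with TRPC4beta plus mu-opioid receptor. Times: dye 45 min RT, read 110 s. Measured by: kinetic Fluo4 calcium fluorescence. Measure: B score of integrated ratio. Controls: assay buffer as low control, maximal DAMGO as high control.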
# Dyrk1A ADPGlo – blocks rat Dyrk1A kinase activity; ADP-Glo luminescence, NFATc1 peptide; inhibition, % at 12.5 µM; 310,000 compounds, 0.43% hits; in the data active = inhibition above about 50%;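 also: plate controls were vehicle with enzyme for no effect and no enzyme for full effect; many of its hits are not listed in these tables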
# TMEM16A act – activates or potentiates the mouse TMEM16A chloride channel; Q8BHY3; HEK293 TMEM16A/YFP-H148Q/I152L, iodide quench fluorescence; active compounds read low; B-score at 10 µM; 340,000 compounds, 0.3% hits;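 active = fluorescence-ratio B-score plate-corrected deviation score at least 3 library SD below zero, with starting fluorescence score within 5 deviations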;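 also: channel opened by trigger with iodide after compound preincubation; score built on the fluorescence ratio of max minus min over baseline; more negative score means more quench and so TMEM16A activation or potentiation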
# TRPC4 potent – allosteric potentiators of mouse TRPC4 channel | B-score at 10 µM | 310,000 compounds, 0.42% hits | HEK293 TRPC4beta/mu-opioid, DAMGO EC20, Fluo-4 Ca2+ flux; active compounds read high | AID 2227 | Q9QUQ5;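 active = B-score of calcium response area above 5 SD of library B-scores, with initial fluorescence ratio within 5 SD of library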;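 also: B-score of integrated fluorescence ratio over time as area under calcium response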
# HDAC3 inh – inhibitors of human histone deacetylase 3. recombinant HDAC3, fluorogenic peptide/trypsin coupled, fluorescence. inhibition, % at 8.3 µM. 320,000 compounds, 0.15% hits. AID 2718; in the data active = inhibition above about 26%, passing the limit was not always enough
# * marks the source's active call; other numbers are inactive results; i = inactive; . = no result given. Some of the compounds tested. The share of hits here may be higher or lower than overall.
SMILES,KCNK9 inh,KCNQ1 inh,hERG protect,KCNK3 block,KCNQ1 pot,ANO1 block,TRPC4 act,Dyrk1A ADPGlo,TMEM16A act,TRPC4 potent,HDAC3 inh
COc1cccc(CN2CCNC(=O)C2CC(=O)N(Cc2cnn(C)c2)C(C)C)c1 (configuration not stated),i,i,-3.0,i,i,i,i,-1.5,-7.55*,i,0.0
O=C(CSc1n[nH]c(-c2cccs2)n1)NC1CCS(=O)(=O)C1 (configuration not stated),i,i,-10.4,i,i,i,i,5.9,i,i,-1.1
O=C(O)c1ccc(CN2CCOCC2)o1,i,i,1.6,i,i,i,i,-2.4,i,i,2.6
CC(NC(=O)c1cc(=O)[nH]c2ccccc12)c1ccccc1 (configuration not stated),i,i,-0.2,i,i,i,i,-5.5,i,i,-1.2
CCOCCCNC(=O)C1CCN(S(=O)(=O)c2c(C)noc2/C=C\c2ccc(OC)cc2)CC1,i,i,-17.1,i,i,i,i,1.5,i,i,-2.2
Cc1ccc(S(=O)(=O)N2CCOCC2)cc1NC(=O)CSc1n[nH]c(N)n1,i,i,-2.4,i,i,i,i,5.6,i,i,0.8
Cc1nnc(N2CCCCC2)c2ccccc12,i,i,-7.8,i,i,i,i,1.8,i,i,9.0
Cc1cc(=O)[nH]c(N2CCN(C(=O)c3ccco3)CC2)n1,i,i,-0.9,i,i,i,i,1.2,i,i,-0.6
COc1cc(/C=N/NC(=O)C(C)Nc2n[nH]c(=O)[nH]c2=O)ccc1O (configuration not stated),i,i,-1.8,i,i,i,i,6.6,i,i,0.1
COc1cc2c(cc1OC)C(c1cc3cc(OC)c(OC)cc3[nH]c1=O)N(C(=O)C1CC1)CC2 (configuration not stated),.,.,.,i,.,i,.,3.0,i,.,-2.8
COc1ccc(CCNC(=O)C/C(C)=N/NC(=O)C(c2ccccc2)c2ccccc2)cc1OC,i,i,3.0,i,i,i,i,-2.0,i,i,1.2
COc1cccc(OCC(O)CN2C(C)CCCC2C)c1 (configuration not stated),i,i,-10.4,i,i,i,i,2.6,i,i,-9.7
O=C(NCC1CCCO1)c1ccc(CS(=O)(=O)c2c(Cl)cccc2Cl)o1 (configuration not stated),i,i,-7.8,i,i,i,i,5.2,i,i,-2.0
CC1C(=O)N2CCCc3cc(S(=O)(=O)N(C)c4ccccc4)cc1c32 (configuration not stated),i,i,-9.6,i,i,i,i,4.3,i,i,1.2
O=C(Nc1nnc(-c2ccccn2)o1)c1ccc(Br)cc1,i,i,-0.1,i,i,i,i,9.0,i,i,2.9
COc1cccc(CNC(=O)C2CC(=O)N(c3ccc4c(c3)OCCO4)C2)c1 (configuration not stated),i,i,-10.6,i,i,i,i,15.2,i,i,1.8
CCOc1ccc(C(=O)C(CCC(CN(C)C)C(=O)c2ccc(OCC)cc2)CN(C)C)cc1 (configuration not stated),i,i,-13.6,i,8*,.,i,-4.2,i,i,.
CCCCCCNS(=O)(=O)c1ccc(OC)c(OC)c1,i,i,-2.0,i,i,i,i,-5.7,i,i,2.0
O=C(N/N=C(\Cc1ncc[nH]1)c1ccccc1)c1cccnc1,i,i,-7.7,i,i,i,i,4.4,i,i,0.2
CCOc1ccc(C(=O)N2CCC(C(=O)c3ccc4c(c3)OCCO4)CC2)cc1,i,i,-12.4,i,i,100*,i,49.4,i,i,4.6
Cn1c(=O)c2sccc2n2c(CCCC(=O)NCc3ccco3)nnc12,i,i,-9.8,i,i,i,i,.,i,i,-2.0
CN1CCc2cc(Cl)c(O)cc2[C@@H](c2ccccc2)C1,i,i,-4.7,i,i,i,i,10.6,i,i,-7.0
CC(=O)c1c(N2CCN(C)CC2)[nH]c(-c2ccccc2)nc1=S,i,i,-4.1,i,i,i,i,4.2,i,i,-5.4
CN1CCN(CC#CCC(O)(c2ccccc2)C2CCCC2)CC1 (configuration not stated),i,i,-4.6,i,i,i,i,3.6,i,i,1.9
Cc1ccccc1CN1CCNC(=O)C1CC(=O)NCCN1CCCCC1=O (configuration not stated),i,i,-7.7,i,i,i,i,4.7,i,i,.
Cc1ccc(Sc2ccc([N+](=O)[O-])cc2[N+](=O)[O-])nc1,i,i,-9.9,i,i,i,i,0.1,i,i,0.5
COc1ccc(Cc2nnc(SC(C)C(=O)Nc3ccc(F)cc3Cl)o2)cc1 (configuration not stated),i,i,-13.8,i,i,i,i,12.6,i,i,-10.1
O=C(c1cccc(C(F)(F)F)c1)C1CCCN(Cc2ccc(OCCO)cc2)C1 (configuration not stated),i,i,-5.9,i,i,i,i,4.0,i,i,5.0
C=CCOc1nc2c(c(=O)n(Cc3ccc(Cl)cc3)c(=O)n2C)n1C,i,i,-8.3,i,i,i,i,7.7,i,i,4.3
Cc1ccc(-c2nc(CN(Cc3c(C)nn(C)c3C)C(C)C)c(C)o2)o1,i,i,-2.4,i,i,i,i,-0.2,i,i,-6.4

# In the list so far, 2 have two or more sulfur atoms:
SMILES,KCNK9 inh,KCNQ1 inh,hERG protect,KCNK3 block,KCNQ1 pot,ANO1 block,TRPC4 act,Dyrk1A ADPGlo,TMEM16A act,TRPC4 potent,HDAC3 inh
O=C(CSc1n[nH]c(-c2cccs2)n1)NC1CCS(=O)(=O)C1 (configuration not stated),i,i,-10.4,i,i,i,i,5.9,i,i,-1.1
Cc1ccc(S(=O)(=O)N2CCOCC2)cc1NC(=O)CSc1n[nH]c(N)n1,i,i,-2.4,i,i,i,i,5.6,i,i,0.8

# Next section.
SMILES,KCNK9 inh,KCNQ1 inh,hERG protect,KCNK3 block,KCNQ1 pot,ANO1 block,TRPC4 act,Dyrk1A ADPGlo,TMEM16A act,TRPC4 potent,HDAC3 inh
N#Cc1ccsc1NC(=O)C1CCN(S(=O)(=O)c2cccs2)CC1,i,i,-15.9,i,i,i,i,8.4,i,i,6.1
CC(Oc1ccc(Br)cc1)C(=O)Nc1ccc(S(=O)(=O)Nc2nccs2)cc1 (configuration not stated),i,i,-14.5,i,i,i,i,3.8,i,i,3.1
CN(C)C(=O)N1CCN(c2nc(-c3ccccc3)cs2)CC1,i,i,-9.2,i,i,i,i,5.1,i,i,5.9
O=C(Nc1cccc(-c2cn3cccnc3n2)c1)c1cccs1,i,i,-8.4,i,i,i,i,8.3,i,i,-5.2
COc1ccc(-c2csc(NC(=O)c3ccccc3NS(=O)(=O)c3ccc(F)c(F)c3)n2)cc1,-6.78*,6*,-30.5,i,i,100*,i,56.6*,i,i,4.5
CCN1CCN(C(c2cccs2)C(C)NC(=S)Nc2cccc(C)c2C)CC1 (configuration not stated),i,i,-9.9,i,i,i,i,-5.7,i,i,-3.9
O=Nc1c(O)n(Cc2ccc(Cl)cc2)c2ccccc12,i,i,-6.7,i,i,i,i,-4.8,i,i,7.6
CCOC(=O)CC(=O)NC(CC(=O)OC)c1ccc(C(C)C)cc1 (configuration not stated),i,i,-14.9,i,i,i,i,-0.8,i,i,2.1
CC(=O)OCC(=O)[C@@]12OC3(CCCC3)O[C@@H]1C[C@H]1[C@@H]3CCC4=CC(=O)C=C[C@]4(C)[C@@]3(F)[C@@H](O)C[C@@]12C,i,i,-6.4,i,i,i,i,6.9,i,i,6.0
COC(=O)c1ccccc1N=Nc1c(N)n[nH]c1N,i,i,-1.9,i,i,i,i,.,i,i,4.2
CCNc1nc(NCc2ccccc2)nc(SCC(N)=O)n1,i,i,-0.3,i,i,i,i,3.4,i,i,-3.8
CSc1ccc(CN(C)C(=O)CNC(=O)c2ccc3c(c2)OCO3)cc1,i,i,-8.3,i,i,i,i,.,i,i,3.8
COc1ccc(C(C(=O)NC2CCCC2)N(C(=O)c2snc(-c3ccc(F)cc3)c2N)c2cccc(F)c2)cc1 (configuration not stated),i,i,-9.0,i,i,i,i,-0.8,i,i,4.1
COc1ccc(/C=C(/C(=O)c2cccs2)N2C=CC=CC2=C(C#N)C#N)cc1,i,11*,-29.4,i,i,.,i,63.9*,-5*,i,.
Cc1cc(C)cc(NC(=S)N2CCC(NC(=O)c3ccc(F)cc3)CC2)c1,i,i,-5.7,i,i,i,i,8.1,i,i,0.0
COc1cccc(Nc2c(Nc3cccc(OC)c3)c(=O)c2=O)c1,i,i,-0.9,i,i,i,i,-7.0,i,i,-5.3
COc1ccc(-c2cn3cc(C)ccc3n2)cc1F,i,i,-2.8,i,i,i,i,-1.0,i,i,-57.8
COc1ccc(NC2CCCN(C(=O)c3cccc(C)n3)C2)cc1OC (configuration not stated),i,i,-11.8,i,i,i,i,-7.1,i,i,.
O=C(Oc1ccc(-c2cnc3ccccc3n2)cc1)c1cccc([N+](=O)[O-])c1,i,i,-13.7,i,i,i,i,2.1,i,i,2.6
COc1ccccc1CNC(=O)OCc1nccnc1C(=O)Nc1ccc(Br)cn1,i,i,-4.6,i,i,i,i,-1.8,i,i,1.8
N#Cc1ccccc1Oc1ccccc1C=O,i,i,-13.1,i,i,i,i,13.9,i,i,0.7
O=C(NC(=S)NC1CCS(=O)(=O)C1)c1ccccc1F (configuration not stated),i,i,-7.4,i,i,i,i,-12.9,i,i,2.2
COc1ccc(C)cc1NC(=O)C1CCC(CNc2c(N3CCOCC3)c(=O)c2=O)CC1 (configuration not stated),i,i,-7.0,i,i,i,i,1.5,i,i,3.7
N/C(=N\OC(=O)Nc1ccccc1)c1cccc(C(F)(F)F)c1,i,i,-9.4,i,i,i,i,-3.3,i,i,-7.1
Nc1nc(N)c2c(n1)CCCC2,i,i,-4.6,i,i,i,i,18.3,i,i,-3.4
Cc1ccc(Nc2nc(=O)c3cccnc3s2)cc1,i,i,-4.5,i,i,i,i,-0.5,i,i,1.9
Cc1ccc(C2C(C#N)=C(N)Oc3n[nH]c(-c4cccs4)c32)s1 (configuration not stated),i,i,-9.2,i,i,i,i,6.6,i,i,8.8
COc1ccc(C(=O)N2CCN(c3ccccc3)CC2)cc1S(=O)(=O)N1CCCC1,i,i,-1.4,i,i,i,i,0.9,i,i,-4.4
CCN(CC)c1nc(-c2ccc(Cl)cc2)cc(C(F)(F)F)c1C#N,i,i,-4.0,i,i,i,i,-10.2,i,i,8.5
Cc1ccc(S(=O)(=O)NCCC(=O)OCn2nnc3ccccc3c2=O)cc1,i,i,-3.8,i,i,i,i,-1.9,i,i,6.2
CCn1c2ccccc2c2cc(NC(=O)C3CCN(S(=O)(=O)c4cccs4)CC3)ccc21,i,i,-11.7,i,i,i,i,0.3,i,i,0.6
O=C(Nc1ccc(F)c(Cl)c1)C1CCCC1,i,i,-8.8,i,i,i,i,.,i,i,0.1
C=CCN=C1CC(C)(C)CC(=O)/C1=C(\O)CCCN1C(=O)c2ccccc2C1=O,i,i,-8.9,i,i,i,i,.,i,i,5.4
